TDP43 rescue: TDP-43 toxicity inhibition in yeast. TDP-43 expressing yeast growth rescue, BacTiter-Glo, 24 h. Potency, µM (doses to about 46.1 µM), for the others: at the highest dose growth rescue (activation), usual class: activators. hit rate 1.8% among 410,000. AID 652104; note: % of control where 0% means no effect; nearly all actives have a fitted effect of over 50% in size
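Growth rescue of TDP-43-toxic yeast measured as ATP luminescence (BacTiter-Glo). Cells grown to mid-log in raffinose, induced in galactose at OD600=0.02, exposed to compound 24 hr at 30 deg C.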
GLP-1R inv ag: GLP-1 receptor (human) inverse agonism | P43220 | HEK293 GLP-1R CRE-luciferase, luminescence, 24 h; GLP-1R form is constitutively active | Potency, µM (highest dose often 38.3 µM), inactives show at the top dose activity change, negative = inhibition, actives largely listed as inhibitors | hit rate 1.6% among 410,000 | AID 624417; note: % is set by controls: 0 for no effect and ±100 for the full control effect; nearly all actives have a fitted effect of over 55% in size
Target sequence (P43220 whole entry, looked up): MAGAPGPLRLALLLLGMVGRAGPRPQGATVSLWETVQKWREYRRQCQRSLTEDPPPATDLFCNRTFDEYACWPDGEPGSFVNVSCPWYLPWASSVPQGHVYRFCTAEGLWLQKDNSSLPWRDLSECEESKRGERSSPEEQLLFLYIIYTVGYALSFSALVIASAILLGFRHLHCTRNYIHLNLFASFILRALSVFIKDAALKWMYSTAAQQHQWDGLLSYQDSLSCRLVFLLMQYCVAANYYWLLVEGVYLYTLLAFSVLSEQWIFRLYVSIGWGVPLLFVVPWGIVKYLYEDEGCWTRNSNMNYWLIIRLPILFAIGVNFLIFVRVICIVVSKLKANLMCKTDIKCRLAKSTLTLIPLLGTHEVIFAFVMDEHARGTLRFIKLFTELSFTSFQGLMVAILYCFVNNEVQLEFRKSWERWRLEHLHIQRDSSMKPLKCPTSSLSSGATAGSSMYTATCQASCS
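Readout was luciferase luminescence, measured 12 min after detection reagent at room temperature. Beforehand, GLP-1R reporter HEK293 cells had sat 12 h, then received compounds for 24 hr at 37 deg C.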
KB-V1 cytotox: kills drug-selected multidrug resistant KB-V1 cells. KB-V1 MDR cells viability, CellTiter-Glo, 72 h. Potency, µM (doses to about 46.1 µM), for inactives: at the top dose activity change, negative = cytotoxicity, hits mostly cytotoxic. hit rate 3.4% among 400,000; note: % is set by controls: 0 for no effect and ±100 for the full control effect; nearly all actives have a fitted effect of over 60% in size
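KB-V1 cells (P-gp-expressing MDR subline of KB-3-1) in phenol-red-free DMEM with 10% FBS were exposed to library compounds over a concentration series for 72 h at 37 degrees C. Viability read by CellTiter-Glo luminescence; concentration-effect curves fitted after normalization.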
KB-3-1 tox: kills parental KB-3-1 adenocarcinoma cells; Potency, µM (titrated, usually from 46.1 µM), without a hit: top-dose activity change, negative = cytotoxic, usual class: cytotoxic; AID 1347075; KB-3-1 viability, CellTiter-Glo ATP luminescence, 72 h; hit rate 1.4% among 400,000; note: % is set by controls: 0 for no effect and ±100 for the full control effect; nearly all actives have a fitted effect of over 60% in size
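Viability of parental KB-3-1 cells, measured by CellTiter-Glo luminescence, followed a 72 h incubation at 37 °C with pinned compounds in phenol-red-free DMEM containing 10% FBS.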
GLP1R ag: agonists of human GLP-1 receptor. P43220. HEK293 GLP-1R CRE-luciferase, luminescence, 4-6 h; cells express a hypersensitive GLP-1R form. Potency, µM (titrated, usually from 45.6 µM), for inactives: top-dose activation, usual class: activators. hit rate 0.007% among 380,000; note: % of control where 0% means no effect
GLP1R cytotox: cytotoxicity in counter-screen for GLP-1R inverse agonists; HEK293 cAMP-luciferase reporter cells, luminescence, 24 h; Potency, µM (highest dose often 38.3 µM), without a hit: at the highest dose activity change, negative = inhibition, most hits filed as inhibitors; hit rate 0.13% among 410,000; AID 624418;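 note: loss of luciferase light is scored as toxicity; % is set by controls: 0 for no effect and ±100 for the full control effect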
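MLSMR compounds, 24 hr on cells at 37 deg C/5% CO2; luminescence after luciferase reagent (12 min RT). Inhibition counted as the undesired cytotoxic outcome.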
SW480 rereplic: DNA re-replication induction in SW480 cells; Potency, µM (highest dose often 46.1 µM), inactives show at the highest dose re-replication activation, hits mostly activators; SW480 DNA re-replication, Hoechst DNA content imaging, 48 h; hit rate 1.8% among 340,000; AID 624297; note: % of control where 0% means no effect; nearly all actives have a fitted effect of over 55% in size
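Treated cells incubate 48 hr (37 C, 5% CO2), are stained 40 min with Hoechst, and nuclear fluorescence is enumerated; a rise in nuclei with high DNA signal marks re-replication.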
HT1080 IDH1KD tx: kills HT-1080 cells with IDH1 knockdown | HT-1080 IDH1 knockdown viability, ATP luminescence, 48 h | Potency, µM (doses to about 46.1 µM), for the others: at the top dose activity, negative = toxicity, most hits filed as cytotoxic | hit rate 2% among 360,000 | AID 686971;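 note: 0% = DMSO wells and -100% = cell-free medium wells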
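Using the IDH1-knockdown HT-1080 line run in the same batch and compound series as the NT line, viability after 48 h at 37 °C was determined by CellTiter-Glo luminescence and expressed as % activity.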
HT1080-NT tox: kills 2HG-producing HT-1080-NT fibrosarcoma cells; HT-1080-NT fibrosarcoma viability, CellTiter-Glo ATP luminescence, 48 h; Potency, µM (titrated, usually from 46.1 µM), for inactives: top-dose activity, negative = less viability, usual class: cytotoxic; hit rate 1.6% among 360,000; AID 686970;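 note: NT is the 2HG producing partner of a matched IDH1 knockdown line; 0% = DMSO-treated cells and -100% = media-only wells without cells; nearly all actives have a fitted effect of over 55% in size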
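Viability of the 2HG-overproducing fibrosarcoma line after 48 hours of compound exposure at 37 degrees C was determined by luminescence with CellTiter-Glo, and concentration-effect curves were then fitted and categorized.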
The depositor's hits bear a star; ? = inconclusive; nt = not tested or not shown; [ ] = another dose, or the depositor's remark. Calls come from the whole dose curve; as a rule, active = well fitted curve in the direction sought with a large enough effect; inconclusive = small, poorly fitted or top-dose-only effect, or another doubt; inactive = no such curve, though single readings can be large; an effect the other way counts as inactive or inconclusive. Potency is the fitted concentration of half-maximal effect. The order is random (roughly 9.4% active in at least one column).

SMILES	TDP43 rescue	GLP-1R inv ag	KB-V1 cytotox	KB-3-1 tox	GLP1R ag	GLP1R cytotox	SW480 rereplic	HT1080 IDH1KD tx	HT1080-NT tox
COc1ccc2nc(N3CCCC3)c(C#N)cc2c1	21%	0%	13µM*	5%	20%	nt	?	7%	18%
O=C(CSc1nnc(COc2ccccc2)n1-c1ccccc1)c1ccccc1	?	?	-8%	7%	-2%	-5%	2%	3%	6%
CCOC(=O)c1c(N)sc(C(=O)OC)c1C	19%	24%	-26%	0%	1%	-12%	-7%	0%	5%
CCOc1cc(C(=O)Nc2ccc3c(c2)n(C)c(=O)c(=O)n3C)cc(OCC)c1OCC	4%	0%	3%	0%	nt	-5%	nt	nt	nt
CC1CN(S(=O)(=O)c2cccc(-c3cn4ccccc4n3)c2)CC(C)O1 (centres undefined)	-19%	39%[activator]	?	15%	4%	10%	13%	-1%	-18%
COc1ccc(NC(=O)C2(C)Cc3c(-c4cccc(C(N)=O)c4)ccnc3O2)cc1OC (centres undefined)	11%	-3%	-19%	-18%	10%	-8%	nt	-23%	0%
O=C(NCCN1CCOCC1)c1c(F)c(F)c(F)c(F)c1F	6%	0%	9%	-13%	5%	-7%	7%	17%	14%
Cc1ccc(OCc2cc(C(=O)N3CCN(C)C[C@@H]3c3ccccc3)no2)cc1C	1%	?	-19%	16%	4%	-1%	?	-5%	0%
Cc1cc(NC(=S)Nc2cccnc2)ccc1Br	nt	-24%	26%	9%	3%	-5%	?	5%	-2%
O=C(N/C(=C\c1ccco1)C(=O)N1CCCC1CO)c1ccccc1 (centres undefined)	-15%	14%	1%	-20%	3%	26%	-2%	17%	6%
CCOc1ccc2c(c1)OC(c1ccc(C)cc1)(C(F)(F)F)NC2=O (centres undefined)	-4%	?	1.3µM*	-3%	20%	?	?	2.3µM*	?
O=C(NNC(=O)C1CC1c1ccccc1)c1cccc([N+](=O)[O-])c1 (centres undefined)	-5%	9%	1%	9%	4%	12%	-5%	-5%	-1%
Cc1cccc(C)c1NC(=O)NN=C1CCCCC1	-11%[1.82 µM]	3%	28%	0%	11%	1%	-3%	3%	13%
C=CCN1C(=O)c2ccc(C(=O)NCC(c3ccccc3)N(C)C)cc2C1=O (centres undefined)	-3%	5%	-1%	1%	-11%	-1%	1%	5%	-4%
O=C(NCc1ccccc1)[C@H]1C[C@@H]1[C@H](NP(=O)(c1ccccc1)c1ccccc1)c1ccccc1	10%	-11%	-2%	4%	2%	-4%	-3%	-7%	-4%
Cc1ccc(S(=O)(=O)NCC(=O)NNC(=O)c2ccc(Br)cc2)cc1C	-12%	?	1%	?	3%	-13%	-4%	7%	12%
Cc1ccccc1C(=O)NC(=S)NCC1CCCO1 (centres undefined)	18%	-3%	-3%	6%	-1%	4%	-7%	14%	10%
CCOc1cc(C(=O)OCc2ccc([N+](=O)[O-])cc2)ccc1OCC(=O)N1CCOCC1	-15%	-21%	?	?	9%	-2%	-2%	-3%	-3%
COc1ccc(N2CCN(C(=O)COC(=O)c3ccc(Cl)nc3)CC2)cc1	15%	7%	0%	12%	1%	-1%	0%	9%	15%
COc1ccccc1C1/C(=C(/O)c2ccc(C)cc2)C(=O)C(=O)N1CC(C)O (centres undefined)	2%	2%	9%	14%	-14%	-5%	-3%	1%	0%
CCOC(=O)/C=C/[C@H]1CCc2cccc(C)c2O1	7%	-5%	-10%	0%	0%	-3%	-7%	17%	20%

Ordered by number of heavy atoms (lowest first): 9 of the compounds above.
SMILES	TDP43 rescue	GLP-1R inv ag	KB-V1 cytotox	KB-3-1 tox	GLP1R ag	GLP1R cytotox	SW480 rereplic	HT1080 IDH1KD tx	HT1080-NT tox
CCOC(=O)/C=C/[C@H]1CCc2cccc(C)c2O1	7%	-5%	-10%	0%	0%	-3%	-7%	17%	20%
Cc1ccccc1C(=O)NC(=S)NCC1CCCO1 (centres undefined)	18%	-3%	-3%	6%	-1%	4%	-7%	14%	10%
O=C(NNC(=O)C1CC1c1ccccc1)c1cccc([N+](=O)[O-])c1 (centres undefined)	-5%	9%	1%	9%	4%	12%	-5%	-5%	-1%
CCOc1ccc2c(c1)OC(c1ccc(C)cc1)(C(F)(F)F)NC2=O (centres undefined)	-4%	?	1.3µM*	-3%	20%	?	?	2.3µM*	?
Cc1ccc(S(=O)(=O)NCC(=O)NNC(=O)c2ccc(Br)cc2)cc1C	-12%	?	1%	?	3%	-13%	-4%	7%	12%
COc1ccc(N2CCN(C(=O)COC(=O)c3ccc(Cl)nc3)CC2)cc1	15%	7%	0%	12%	1%	-1%	0%	9%	15%
C=CCN1C(=O)c2ccc(C(=O)NCC(c3ccccc3)N(C)C)cc2C1=O (centres undefined)	-3%	5%	-1%	1%	-11%	-1%	1%	5%	-4%
CCOc1cc(C(=O)OCc2ccc([N+](=O)[O-])cc2)ccc1OCC(=O)N1CCOCC1	-15%	-21%	?	?	9%	-2%	-2%	-3%	-3%
O=C(NCc1ccccc1)[C@H]1C[C@@H]1[C@H](NP(=O)(c1ccccc1)c1ccccc1)c1ccccc1	10%	-11%	-2%	4%	2%	-4%	-3%	-7%	-4%

From PubChem BioAssay
